High-throughput results deposited in PubChem BioAssay by several laboratories.
SR-BI DiI inh: blocks mouse SR-BI lipid uptake from DiI-HDL; ldlA[mSR-BI] CHO cells, DiI-HDL uptake fluorescence, 3 h; inhibition, % at 12.5 µM; actives 0.96% (n = 320,000); AID 488896;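 active means mean replicate inhibition of at least 70% and a set share of replicates each scoring 70 or more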;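 further: 0% = median of neutral control wells and 100% = median of positive control wells; values of inactives mirror those of a sister screen read the other way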
Target sequence (Q61009 whole entry, looked up): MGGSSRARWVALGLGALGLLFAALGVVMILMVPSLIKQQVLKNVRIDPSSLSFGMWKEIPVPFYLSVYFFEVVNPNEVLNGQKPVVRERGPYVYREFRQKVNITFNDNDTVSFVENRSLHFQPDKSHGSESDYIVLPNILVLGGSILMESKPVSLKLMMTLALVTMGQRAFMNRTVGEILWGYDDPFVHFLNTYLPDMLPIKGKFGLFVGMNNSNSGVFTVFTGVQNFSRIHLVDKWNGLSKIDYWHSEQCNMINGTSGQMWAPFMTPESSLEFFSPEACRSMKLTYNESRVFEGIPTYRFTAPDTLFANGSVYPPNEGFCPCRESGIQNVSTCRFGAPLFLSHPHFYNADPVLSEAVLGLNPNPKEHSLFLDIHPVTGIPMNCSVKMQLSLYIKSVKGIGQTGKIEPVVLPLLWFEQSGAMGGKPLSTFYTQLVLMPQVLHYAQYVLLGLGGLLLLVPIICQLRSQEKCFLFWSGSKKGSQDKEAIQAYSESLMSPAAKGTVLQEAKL
PvdQ inh: blocks Pseudomonas aeruginosa PvdQ acylase activity; purified PvdQ acylase, fluorescence plate reader; inhibition, % at 10 µM; actives 0.063% (n = 340,000); AID 488965; in the data active means inhibition above about 30%, passing the limit was not always enough;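 further: 0% = vehicle neutral wells and 100% = reference inhibitor wells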
C-LANA FP: inhibitors of KSHV LANA C-terminal domain DNA binding; MBP-C-LANA/FAM-LBS DNA binding, fluorescence polarization; inhibition, % at 9 µM; actives 0.078% (n = 340,000); AID 504423;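 active means highest replicate inhibition at or above 60% at 9 µM, even if other replicates fall short; inactive means all replicates below 60% inhibition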;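 further: 0% = neutral control wells and 100% = 4 µM acridine orange control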
DAGLB inh: blocks human DAGLB lipase activity | actives 0.059% (n = 340,000) | HEK293T DAGLB membrane lysate, EnzChek fluorogenic substrate | Q8NCG7 | inhibition, % at 5.17 µM; in the data active means inhibition above about 34%;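 further: 0% = enzyme with vehicle and 100% = wells lacking enzyme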
PKA-R2B activ: PKA-R2B complex activation; PKA-R2B holoenzyme dissociation, Cy5-IP20 fluorescence polarization; R2B truncated from residue 108, S112A mutant; 0% DMSO only, 100% 113 µM cGMP; P22694+P31323; activation, % at 11.4 µM; actives 0.079% (n = 340,000); AID 504700;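 active means activation above a cutoff set at the mean over all compounds plus 3 SD, cut at about 18% in these data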;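 further: higher means more holoenzyme dissociation and a rise in polarization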
Arr AP2 block: human beta-arrestin and AP2 interaction inhibition | FITC-arrestin peptide / GST-AP2 beads, flow cytometry; AP2 beta2 appendage carries R879A mutation | inhibition, % at 10 µM | actives 0.31% (n = 340,000);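 active means inhibition above a set limit, near 3 SD of compounds lacking own fluorescence, cut at about 54% in these data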;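 further: plate controls were DMSO wells for no effect and 5 µM unlabelled arrestin peptide for full effect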
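System: GST-AP2 R879A glutathione beads. Medium: PBS with 0.05% Tween 20 and 0.1% BSA. Also added: FITC-arrestin peptide, 50 nM. Incubation: 12 min plus 1 h, RT. Measured by: high-throughput flow cytometry of beads, ex 488, em 535 nm. Evaluation: percent drop in bead-associated FITC signal.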
SR-BI uptake up: enhances SR-BI lipid uptake from DiI-HDL; CHO ldlA[mSR-BI] cells, DiI-HDL uptake fluorescence, 3 h; 100 = double the neutral-control signal; activation, % at 12.5 µM; actives 0.096% (n = 320,000);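 active means mean replicate activation of at least 60% and every replicate at or above 60%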;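 further: 0% = median plate neutral-control signal and 100% = twice that signal; values of inactives mirror those of a sister screen read the other way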
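Test system: SR-BI-overexpressing, LDLR-lacking CHO cells; Also added: labelled HDL, 10 µg/mL; Measured by: bottom-read cell fluorescence after medium removal, ex 550/em 595 nm; Timing: 3 h uptake period with compound, 37 °C; Buffer or medium: F12, 0.5% BSA, 25 mM HEPES; Doses: single compound concentration, delivered by pin transfer.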
NSD2 inh: NSD2 (human) methyltransferase inhibition | NSD2 peptide methylation, AlphaScreen, 120 min | inhibition, % at 12.5 µM | actives 0.54% (n = 310,000) | AID 743445; in the data active means inhibition above about 50%
Cardiac RTF inh: cardiac RTF calcium desensitization; P19429+P45379; IANBD-labeled cardiac RTF, Ca2+ fluorescence; inhibition, % at 7.15 µM; actives 0.12% (n = 340,000); AID 493244;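 active means inhibition above the mean inhibition of all tested compounds plus 3 SD, cut at about 17% in these data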;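 further: assay run at fixed EC70 calcium of 1.6 mM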
Keap1 Nrf2 FP: disrupts human Keap1 binding to Nrf2 peptide; inhibition, % at 9.4 µM; Q14145; Keap1 Kelch-Nrf2 peptide fluorescence polarization, 1536-well; actives 0.15% (n = 340,000); in the data active means inhibition above about 12%;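 further: human Keap1 Kelch domain with fluorescein labeled Nrf2 9mer peptide probe; 0% = neutral control wells and 100% = peptide positive control; higher means more block of Keap1 binding to Nrf2 peptide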
Target sequence (Q14145 whole entry, looked up, the tested form may be a part): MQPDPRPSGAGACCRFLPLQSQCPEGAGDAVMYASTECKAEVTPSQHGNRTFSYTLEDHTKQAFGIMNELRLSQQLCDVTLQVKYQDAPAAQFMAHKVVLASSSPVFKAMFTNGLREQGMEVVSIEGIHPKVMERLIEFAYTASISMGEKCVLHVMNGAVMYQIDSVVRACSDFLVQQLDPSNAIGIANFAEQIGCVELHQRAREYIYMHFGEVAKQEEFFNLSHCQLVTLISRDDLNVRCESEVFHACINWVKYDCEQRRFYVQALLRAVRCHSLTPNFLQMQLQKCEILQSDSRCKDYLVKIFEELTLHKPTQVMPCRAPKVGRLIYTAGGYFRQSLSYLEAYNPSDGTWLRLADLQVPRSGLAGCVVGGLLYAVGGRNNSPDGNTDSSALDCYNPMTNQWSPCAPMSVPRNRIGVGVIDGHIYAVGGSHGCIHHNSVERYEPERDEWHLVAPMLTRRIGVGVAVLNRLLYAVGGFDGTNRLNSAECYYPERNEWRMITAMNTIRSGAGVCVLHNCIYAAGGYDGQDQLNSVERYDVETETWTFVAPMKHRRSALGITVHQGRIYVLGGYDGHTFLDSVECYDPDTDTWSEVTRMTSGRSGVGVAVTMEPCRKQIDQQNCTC
The depositor's hits bear a star; nt = no result given; & = joins results of further samples.

SMILES	SR-BI DiI inh	PvdQ inh	C-LANA FP	DAGLB inh	PKA-R2B activ	Arr AP2 block	SR-BI uptake up	NSD2 inh	Cardiac RTF inh	Keap1 Nrf2 FP
COc1ccc(S(=O)(=O)NCCC(=O)NC2CCCCC2C)cc1[N+](=O)[O-] (configuration not stated)	0	-14	-0.4	-1	0	10	0	2	5	-7
CN1C(=O)CSc2ccc(NC(=O)NCc3ccc(F)cc3)cc21	32	7	-2.2	-2	-4	-5	-32	1	5	-8
O=C(CN1CCN(CC(=O)Nc2ccccc2Cl)CC1)NCC1(N2CCCCC2)CCCCC1	-11	-5	-1.1	0	7	-6	11	2	-9	7
O=S1(=O)N=C2CCCCCN2C(c2ccc(F)cc2)N1 (configuration not stated)	6	-13	0.3	-1	-12	-24	-6	0	-1	-3
CCOC(=O)c1[nH]c(C)c(C(=O)OCC(=O)Nc2sc3c(c2C#N)CCCCC3)c1C	18	-14	-1.0	0	13	-3	-18	-2	-7	1
CCCCN(C(=O)c1cnccn1)c1c(N)n(CCC)c(=O)[nH]c1=O	4	-8	2.4	2	-4	5	-4	-2	-4	1
Cc1ccc2cccc(OCC(=O)Nc3ccc4c(c3)OCO4)c2n1	-13	19	-0.2	-6	-11	13	13	1	2	2
O=C(NC(NC(=S)Nc1ccccc1C(=O)O)C(Cl)(Cl)Cl)c1cccc([N+](=O)[O-])c1 (configuration not stated)	20	-7	1.1	6	10	6	-20	4	-3	-3
Cc1ccc(Cl)cc1NC(=O)C1CCCN(c2cnccn2)C1 (configuration not stated)	8	-1	0.1	-2	6	35	-8	40	-4	0
Cc1nc2sc(C(=O)OCC(=O)N3c4ccccc4CC3C)c(C)c2c(=O)[nH]1 (configuration not stated)	58	-7	2.4	-1	-3	2	-58	nt	-4	1
O=C(c1n[nH]c2ccccc12)N1CCN(S(=O)(=O)c2ccccc2)CC1	-4	-5	-0.7	-1	-11	0	4	0	-5	-3
COc1cc(NC(=O)c2cc3c(Cl)nc4ccccc4c3s2)cc(OC)c1OC	64	-7	-0.3	-2	-5	-1	-64	28	13	3
COc1ccc(C(=O)N2CCCC(c3ccccc3)C2)cc1 (configuration not stated)	-6	1	-0.7	-1	-7	12	6	-4	-2	-3
CCN(CC)S(=O)(=O)c1ccc2c(c1)nc(CCC(=O)OCC(=O)Nc1cc(OC)cc(OC)c1)n2C	50	-14	-1.2	-3	-5	-3	-50	0	0	0
CN(Cc1nc2ccccc2n1C)C(=O)c1cccs1	-37	-4	-1.1	1	5	-2	37	-1	-5	-1
COC(=O)CSc1ccc2nnc(-c3ccc(OC)c(OC)c3)n2n1	-13	-9	-1.4	4	-4	3	13	nt	-4	-2
O=C(NCc1ccccc1)C(c1ccc(F)cc1)N(Cc1ccco1)C(=O)c1ccccn1 (configuration not stated)	-3	-10	0.8	0	-5	-2	3	2	0	-7
CCOc1ccc(C(=O)N2CCN(S(=O)(=O)c3cccs3)CC2)c(OCC)c1	13	-12	2.1	-1	6	-11	-13	-1	-4	0
Cc1ccc(C(=O)Nc2cc(S(=O)(=O)N3CCOCC3)ccc2N2CCCC2)cc1	-17	-9	-1.1	-1	7	-26	17	-1	-5	-4
N#Cc1cc2ccccc2nc1N	-2	5	-0.6	-6	2	7	2	-3	-8	-7
CCOC(=O)C1CCN(C(=O)C(=O)c2cn(CC(=O)N3CCCCCC3)c3ccccc23)CC1	6	15	28	-4	-5	14	-6	1	3	5
CCCCCC(=O)N1CCN(CCN=CC2=C(O)CC(c3cccs3)CC2=O)CC1 (configuration not stated)	-1&12	-15&1	-0.6&2.6	2&2	-4&-2	8&-21	1&-12	-1&2	-13&-3	-2&-2
O=C(Nc1nnc(SCc2ccccc2F)s1)c1ccco1	-7	-13	0.2	4	-6	-2	7	40	-19	-6
CCN(CC)C(=O)C1CCN(c2ncnc3c2cnn3-c2ccc(C)cc2C)CC1	-7	15	0.6	-6	7	-2	7	30	-4	-1
COc1ccc(Br)cc1CNCC1CCCO1 (configuration not stated)	1	-14	19	0	-4	-10	-1	-2	0	36*
Cn1c(=O)c2c(O)c(Cc3ccccc3)c(=O)[nH]c2n(C)c1=O	-7	-9	-0.5	-1	1	6	7	-2	10	-4
O=C(C=Cc1ccccc1)c1c[nH]c2ccccc2c1=O	9	11	-1.3	2	-5	-2	-9	-1	-5	-4
Cc1ccc(N2CCN(c3ccc([N+](=O)[O-])cn3)CC2)c(C)c1	21	7	0.2	-8	9	34	-21	-2	-1	0
CC(=O)Nc1ccc(S(=O)(=O)N2CCC(C(=O)Nc3nccs3)CC2)cc1	-31	5	2.4	3	-7	-4	nt	-2	2	2
CC(=O)Nc1ccc(Nc2ccc3nonc3c2[N+](=O)[O-])cc1	-3	10	-3.2	3	5	10	3	-2	-6	-5
NC(=O)CC(NC(=O)Cc1ccc(Br)cc1)c1ccc(N2CCCCCCC2)c([N+](=O)[O-])c1 (configuration not stated)	-26	-8	0.4	19	-5	5	26	nt	2	-4
O=C(Cn1cnc2c(nnn2Cc2ccc(F)cc2)c1=O)NCc1ccc(F)cc1	14	-6	3.3	-1	-13	5	-14	-3	-45	-4
COCCCC1CCN(C(=O)c2cc(COc3cc(C)ccc3C)on2)CC1	4	-13	1.2	-8	2	3	-4	-13	-10	-4
COc1ccc(Nc2cc(C(=O)NCCCN3CCN(C)CC3)c3ccccc3n2)cc1	22	-11	-0.6	-2	1	-8	-22	-4	-9	-3
O=C(Nc1ccc2c(c1)CCC2)c1cc(S(=O)(=O)Nc2ccc(F)cc2)c(Cl)cc1Cl	41	-7	1.1	4	-2	6	-41	-1	-7	-1
COc1ccc2nc3oc(C(=O)N4CCCCC4)cc3cc2c1	30	8	-1.3	-3	1	15	-30	-11	-7	-1

Another view of part of the listing above.
SMILES | SR-BI DiI inh | PvdQ inh | C-LANA FP | DAGLB inh | PKA-R2B activ | Arr AP2 block | SR-BI uptake up | NSD2 inh | Cardiac RTF inh | Keap1 Nrf2 FP
COCCCC1CCN(C(=O)c2cc(COc3cc(C)ccc3C)on2)CC1 | 4 | -13 | 1.2 | -8 | 2 | 3 | -4 | -13 | -10 | -4
COc1ccc(Nc2cc(C(=O)NCCCN3CCN(C)CC3)c3ccccc3n2)cc1 | 22 | -11 | -0.6 | -2 | 1 | -8 | -22 | -4 | -9 | -3
O=C(Nc1ccc2c(c1)CCC2)c1cc(S(=O)(=O)Nc2ccc(F)cc2)c(Cl)cc1Cl | 41 | -7 | 1.1 | 4 | -2 | 6 | -41 | -1 | -7 | -1

Next part:
SMILES	SR-BI DiI inh	PvdQ inh	C-LANA FP	DAGLB inh	PKA-R2B activ	Arr AP2 block	SR-BI uptake up	NSD2 inh	Cardiac RTF inh	Keap1 Nrf2 FP
CCOc1ccc(NC(=S)NNC(=O)c2cc(Br)ccc2Cl)cc1	-7	-3	-0.6	4	0	18	7	3	-6	6
Cc1sc2ncnc(N3CCC(C(=O)Nc4cc(C(F)(F)F)ccc4OCC(F)(F)F)CC3)c2c1C	61	-5	-1.2	-10	-9	-1	-61	-1	-3	0
Cc1cccc(NC(=O)c2cc([N+](=O)[O-])ccc2NCC2CCCO2)n1 (configuration not stated)	19	-9	-0.6	-1	-11	-16	-19	12	-9	-5
N#Cc1c(-c2ccccc2)c(-c2ccccc2)n(Cc2ccco2)c1NC(=O)c1cccs1	20	5	-0.7	4	-2	3	-20	-2	-25	-3
O=[N+]([O-])c1ccccc1Nc1ccc(O)cc1	55	-2	-0.8	23	4	4	-55	81*	-4	-6
Cc1csc(SCC(=O)N2CCN(S(=O)(=O)c3ccccc3)CC2)n1	26	-14	-0.3	-1	6	7	-26	3	-11	-1
N=c1c2ccccc2nnn1-c1cccc(C(F)(F)F)c1	-8	-9	-0.6	0	0	-16	8	-2	-5	-6
CC(CC(=O)O)NCC1COc2ccccc2O1 (configuration not stated)	nt	-9	-0.3	0	-2	-6	nt	nt	0	-4
CC(=O)N1c2ccc(C)cc2Sc2c1ccc1ccccc21	48	-1	0.6	1	-15	-5	-48	2	-4	3
CC(C)C[C@H](NC(=O)c1nc[nH]c1C(=O)N(C)Cc1ccccc1)C(=O)OC(C)(C)C	-1	-7	0.5	-4	-7	9	1	nt	-4	-1
CC1(C)CC(=O)C2=C(C1)Nc1cc3c(cc1C2c1ccc(F)cc1)OCO3 (configuration not stated)	-4	-1	0.1	0	3	11	4	nt	8	-5
CSc1cccc(NC(=O)OC2CCCCCCCCCCC2)c1	55	-7	-0.8	-6	-3	3	-55	-4	1	1
COc1ccc(OC)c(S(=O)(=O)Nc2ccc(C)c(C)c2)c1	-12	-6	-0.8	1	-8	0	12	-7	-6	3
Nc1ccc2nc(-c3cccc(-c4nc5ccc(N)cc5[nH]4)c3)[nH]c2c1	9	-12	1.0	1	10	8	-9	4	-3	-1
Cc1cc(O)c(C(C)C)cc1NC(=O)c1ccc(Cl)cc1	25	-13	0.3	1	-9	-4	-25	3	-3	0
CNc1ccccc1C(=O)OCC(=O)N1CCN(c2ccc(OC)cc2)CC1	56	1	-1.7	1	-3	-6	-56	-1	1	-3
O=C(O)c1ccc(NNC(=S)Nc2cc(C(F)(F)F)ccc2Cl)cc1	nt	-8	1.6	0	-2	-7	nt	0	-5	-1
COc1ccc(S(=O)(=O)N2CCCCCC2)cc1C(=O)NCc1ccc(C)cc1	5	4	-1.3	-5	-1	-2	-5	0	-3	-5
COc1ccc(-c2cc(C(F)(F)F)n3nc(C(=O)O)nc3n2)cc1	5	-3	-0.8	1	5	-4	-5	0	-4	-2
COc1ccc(/C=C/C(=O)OC2CCCN(C)C2)cc1 (configuration not stated)	-19	-11	0.3	0	-13	-2	19	-1	13	-2
COC(=O)c1cc(S(=O)(=O)NCC2CCN(Cc3cccc(Cl)c3)CC2)c[nH]1	-9	-10	0.3	0	6	-5	9	4	1	-4
C/C=C/c1ccc(OCC(=O)OCc2csc(Nc3ccc(C)cc3)n2)c(OC)c1	9	-2	-2.0	-3	-7	6	-9	2	3	-6
O=C(c1ccc(F)cc1)C1CCN(C(=O)c2ccccc2F)CC1	-15	-15	-0.1	-3	0	17	15	-3	-9	-3
COc1ccc(S(=O)(=O)NCCc2cn3nc(C)c(C)nc3n2)cc1	-36	-1	-0.7	0	4	29	36	1	-15	0
Cc1ccc(N2CCN(C(=O)c3cccc([N+](=O)[O-])c3)CC2)cc1Cl	8	-16	-3.5	1	-3	-2	-8	2	-10	-3
CN(C)CCC(O)(c1ccccc1)c1ccccc1Cl (configuration not stated)	-9	-12	-1.8	2	1	-6	9	2	-5	-4
CC(C)(CNC(=O)c1cccc(S(=O)(=O)Nc2ccc(Br)cc2)c1)N1CCOCC1	-3	0	1.5	4	-5	16	3	-2	2	4
COc1cc2c(cc1OC)C(C)N(S(=O)(=O)c1ccc(C)cc1)CC2 (configuration not stated)	nt	-17	2.1	-2	-7	-15	nt	2	-5	-1
CC1=CC(C)(C(Cl)Cl)C(C)=CC1=O (configuration not stated)	-16	-7	0.4	0	11	11	16	-4	3	-3
